Bioassay records (PubChem)
Platelet DG rel: modulates dense granule release in human platelets; human platelet-rich plasma, SFLLRN dense granule ATP release, luminescence; inhibition, %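 (compounds screened at 7.5 µM in platelet-rich plasma)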; 0.22% of 300,000 active; AID 1663;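 active = mean replicate score, as percent of positive control, at or above 50; inconclusive = mean below 50 but at least one replicate at or above 50; inactive = mean and every replicate below 50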
HSF1 inh: HSF1 inhibition | NIH3T3-HGL HSE-luciferase, MG132-induced, luminescence 8 h; active compounds read low | activity change, negative = inhibition, % at 7.5 µM (by protocol) | AID 2098 | 0.77% of 300,000 active;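 active = more than half of replicate wells show activity change below -50%, luminescence cut by over half; inconclusive = some wells, but at most half, below -50%; inactive = no replicate well below -50%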;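 note: luciferase reports HSF-1 transcriptional activity via heat shock element; 0% = median of DMSO wells and -100% = zero luminescence signal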
Dyrk1A ADPGlo: blocks rat Dyrk1A kinase activity | Q63470 | ADP-Glo luminescence, NFATc1 peptide | inhibition, % at 12.5 µM | 0.43% of 310,000 active; in the data active = inhibition above about 50%;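 note: plate controls were vehicle with enzyme for no effect and no enzyme for full effect; many of its hits are not listed in these tables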
HDAC3 inh: blocks human histone deacetylase 3; O15379; recombinant HDAC3, fluorogenic peptide/trypsin coupled, fluorescence; inhibition, % at 8.3 µM; 0.15% of 320,000 active; AID 2718; in the data active = inhibition above about 26%, passing the limit was not always enough; inconclusive = no clear call, values can overlap the other calls
Target sequence (O15379 whole entry, looked up): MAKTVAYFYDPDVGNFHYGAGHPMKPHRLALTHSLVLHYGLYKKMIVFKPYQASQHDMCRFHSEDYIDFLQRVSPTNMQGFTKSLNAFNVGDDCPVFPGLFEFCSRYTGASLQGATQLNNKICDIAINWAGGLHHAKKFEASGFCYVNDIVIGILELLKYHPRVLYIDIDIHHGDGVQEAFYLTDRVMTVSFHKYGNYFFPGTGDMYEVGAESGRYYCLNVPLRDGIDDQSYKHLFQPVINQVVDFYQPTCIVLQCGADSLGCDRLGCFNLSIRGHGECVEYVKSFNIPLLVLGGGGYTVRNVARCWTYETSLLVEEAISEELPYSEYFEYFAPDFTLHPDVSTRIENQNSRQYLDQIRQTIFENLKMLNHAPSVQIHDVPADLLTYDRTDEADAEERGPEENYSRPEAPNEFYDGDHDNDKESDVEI
GSK3beta inhib: human GSK3beta kinase inhibition; P49841; GST-GSK3beta kinase, ADP-Glo luminescence, 60 min; active compounds read low; activity score (negative = inhibition), % at 10 µM; 0.038% of 300,000 active; AID 2097;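 active = more than half of replicate wells score below -50%, meaning over 50% inhibition versus plate controls; inconclusive = some replicates but at most half score below -50%; inactive = no replicate scores below -50%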;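 note: 0% = median DMSO wells and -100% = median GW8510 positive control wells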
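Test system – GST-tagged human GSK3beta kinase, cell-free · Incubation – 60 min enzyme reaction, room temperature · Signal – ADP-Glo luminescence · Also added – peptide substrate and ATP at 25 µM · Controls – DMSO neutral wells and GW8510 at 20 µM as positive · Buffer or medium – Tris/MgCl2 kinase buffer · Measure – Luminescence-derived activity versus plate DMSO and GW8510 wells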
HSF-1 act: increases HSF-1 driven luciferase reporter signal | NIH3T3-HGL HSF-1 luciferase reporter, MG132, 8 h; 100% = twice DMSO control signal | activation, % at 9 µM | 1.7% of 300,000 active | AID 504408;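 active = mean replicate activation of at least 50% with a set share of replicates each reaching 50%; inconclusive = only one of those two conditions met; inactive = mean below 50% and too few replicates reaching it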;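 note: 0% = median of the neutral control wells and 100% = twice that signal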
GSK3 alpha inh: inhibitors of human GSK-3 alpha kinase | ADP-Glo luminescence, 60 min | inhibition, % at 10 µM | 0.1% of 320,000 active | P49840;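 in the data active = inhibition above about 50%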;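 note: GST-tagged GSK-3 alpha with peptide substrate and 25 µM ATP; 0% = DMSO neutral wells and 100% = GW8510 positive control wells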
Target sequence (P49840 whole entry, looked up): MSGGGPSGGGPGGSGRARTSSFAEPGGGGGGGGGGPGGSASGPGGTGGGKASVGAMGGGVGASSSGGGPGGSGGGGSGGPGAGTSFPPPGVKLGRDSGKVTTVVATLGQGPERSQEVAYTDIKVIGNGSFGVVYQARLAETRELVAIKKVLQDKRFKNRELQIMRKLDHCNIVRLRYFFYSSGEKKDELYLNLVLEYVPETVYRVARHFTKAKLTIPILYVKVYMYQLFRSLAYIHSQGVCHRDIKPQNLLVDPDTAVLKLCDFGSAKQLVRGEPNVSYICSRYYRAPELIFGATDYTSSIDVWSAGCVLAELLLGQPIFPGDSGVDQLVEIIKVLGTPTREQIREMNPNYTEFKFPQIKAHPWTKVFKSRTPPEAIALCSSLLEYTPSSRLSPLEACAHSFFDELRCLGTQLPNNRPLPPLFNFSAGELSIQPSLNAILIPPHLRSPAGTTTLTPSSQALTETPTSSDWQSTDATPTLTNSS
AI-2 QS modul: modulators of Vibrio harveyi AI-2 quorum sensing system; Vibrio harveyi JMH597 AI-2 luminescence/OD600 ratio, 9 h; active compounds read low; strain lacks LuxN and CqsS sensors; 0 = neutral-control median; activity change, % at 7.5 µM; 0.4% of 300,000 active; in the data active = activity change below about -75%, passing the limit was not always enough; inconclusive = no clear call, values can overlap the other calls;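 note: luminescence divided by OD600 gain over 9 h not by final OD600 alone; inactives centre near 13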
HSP90 refold inh: inhibitors of HSP90 luciferase refolding in rabbit reticulocyte lysate | luciferase refolding luminescence, 3 h | inhibition, % at 5.6 µM | 0.91% of 290,000 active | AID 1789;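 active = inhibition above the screen-wide mean plus 3 SD, computed separately per campaign, cut at about 16% in these data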;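 note: 0% = DMSO wells and 100% = 60 µM geldanamycin wells; inhibitors lower the luminescence because luciferase stays unfolded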
PolyA inh: inhibitors of polyadenylation in S. cerevisiae | S. cerevisiae SKY197-pL101 polyadenylation reporter, beta-gal luminescence; efflux-impaired pdr1/pdr3 knockout yeast; score 100 = 6 SD above DMSO | calls only at 12 µM | 0.02% of 300,000 active | AID 1875;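 active = lowest replicate activity score at least 50, where 100 means six control SD above control mean; inconclusive = lowest score under 50 but half or more replicates reach 50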;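 note: yeast exposed to compound for 9 h at 30 °C; higher score means more reporter readthrough which indicates perturbed polyadenylation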
Active calls of the source: *; i = inactive; u = inconclusive; x = no result given. Not all compounds are listed; rates above refer to the full screens.

Platelet DG rel	HSF1 inh	Dyrk1A ADPGlo	HDAC3 inh	GSK3beta inhib	HSF-1 act	GSK3 alpha inh	AI-2 QS modul	HSP90 refold inh	PolyA inh	Molecule
10.8	-11.6	-4.8	-0.4	6.3	-17.2	-0.9	14.0	4.5	i	COc1ccc(OC)c(CN2CCN(Cc3cccc4ccccc34)CC2)c1
u	1.2	3.0	1.7	0.8	8.3	-0.9	13.8	2.0	i	COC(=O)CSc1nc(COc2ccccc2)nc2ccccc12
-1.1	1.7	x	x	-2.8	25.8	x	0.6	-0.7	i	CCOC(=O)c1sc(NC(=O)c2cncc(Br)c2)nc1C
-4.2	28.3	x	1.0	0.5	66.4*	-1.2	30.0	-0.2	i	CCOc1ccc(C(=O)NC2=NCCS2)cc1
3.3	1.9	4.4	5.2	1.4	16.6	-1.3	13.4	-1.1	i	Cc1nc(Nc2ccc3c(c2)OCCO3)c2c(C)c(C)sc2n1
-2.7	-7.4	4.9	0.2	0.9	-1.1	-4.9	20.3	-7.9	i	Cc1ccccc1-n1c(Cn2c(=O)sc3ccccc32)nnc1SCC(=O)N1CCCC1
2.5	-5.3	8.3	-0.6	2.0	18.0	2.8	-3.5	-3.9	i	Cc1c(Cc2ccccc2)c(=O)oc2c(C)c(OCC(=O)NCC3CCC(C(=O)O)CC3)ccc12 (centres undefined)
2.1	8.7	16.5	10.2	2.5	25.9	0.0	9.6	2.1	i	Cc1ccc(-c2cc(C(F)F)nc(NCc3cccnc3)n2)cc1
-1.9	2.9	2.4	1.6	1.8	15.5	-0.4	2.8	4.8	i	COc1ccc(CN2C(=O)c3ccccc3C2C(=O)NCCc2ccccc2)c(OC)c1 (centres undefined)
6.1	-7.6	13.6	x	-2.7	-2.7	6.9	70.2	-0.8	i	N=C1/C(=C\c2coc3ccccc3c2=O)C(=O)N=C2SC(c3ccncc3)=NN12
6.1	-3.3	-0.8	1.9	0.9	-0.9	-5.6	42.2	-2.0	i	O=C(CC1CCCCC1)N1CCC(c2nc(-c3ccc(S(=O)(=O)N4CCCC4)cc3)no2)CC1
3.6	20.9	-0.8	-2.2	-1.3	21.6	0.4	18.1	x	i	COc1ccccc1OCCNC(=O)c1ccc2c(c1)OCCO2
-18.5	27.0	x	-4.4	3.1	35.1	-2.5	-5.4	-3.9	i	O=C(CSc1ccc(F)cc1)Nc1ccccc1Br
-6.9	1.3	-4.3	-2.5	-0.4	-12.1	-3.7	25.4	-0.9	i	Cc1ccccc1NC(=O)Cc1nnc(SCC(=O)NC2CCCC2)n1C
12.2	-7.9	-10.9	-8.1	-11.7	-22.3	-1.4	5.8	0.0	i	O=C(c1cccs1)N1CCC(c2nc(-c3ccc(S(=O)(=O)N4CCOCC4)cc3)no2)CC1
20.2	-7.9	-4.3	-5.4	1.5	3.9	-0.7	-6.5	0.1	i	Cc1ccc(NC(=O)N2CCN(c3ncccc3C(F)(F)F)CC2)cc1
0.6	3.2	3.3	x	1.0	26.1	x	31.2	5.4	i	COc1ccc(CNC(=O)CN(CC2CCCO2)C(=O)CNS(=O)(=O)c2ccc(F)cc2)cc1 (centres undefined)
2.1	2.5	1.4	4.7	-1.0	-12.2	-0.4	4.3	x	i	CCO[C@H]1OC(C(=O)NCc2nc3ccccc3[nH]2)=C[C@@H](c2cn(C(C)=O)c3ccccc23)[C@@H]1CCCO
-0.8	-6.5	-3.9	4.8	-1.2	-13.6	x	-3.9	-2.3	i	CC(C)c1onc(C(=O)N2CCN(Cc3ccccc3)CC2)c1[N+](=O)[O-]
3.4	-13.0	1.8	x	1.7	1.2	-0.1	5.2	-2.5	i	COc1cc2c(c(OC)c1OC)CCc1cnoc1-2

Platelet DG rel	HSF1 inh	Dyrk1A ADPGlo	HDAC3 inh	GSK3beta inhib	HSF-1 act	GSK3 alpha inh	AI-2 QS modul	HSP90 refold inh	PolyA inh	Molecule
-4.9	-3.3	-1.8	x	-0.1	8.2	x	7.3	2.6	i	Cc1ccc(-c2csc(NC(=O)CSc3nc4ccccc4[nH]3)n2)cc1
4.3	1.0	-3.4	-3.3	x	10.1	x	x	-3.0	i	CCOCCCNC(=O)C(NC(=O)Cc1cccs1)c1ccc(OC)cc1 (centres undefined)
-5.3	-1.6	x	1.5	1.7	-0.9	1.3	9.6	-4.1	i	CN(C)S(=O)(=O)c1cccc(C(=O)c2nccn2C)c1
u	-1.8	-4.0	-2.6	-0.8	-5.1	0.2	30.9	-5.7	i	Cn1c(SCC(=O)N2CCCC2)nnc1-c1cccs1
4.2	-7.1	4.0	-3.8	0.6	0.8	-2.2	18.0	1.9	i	CCC(CC)NC(=O)Nc1ccc(F)cc1F
-2.3	6.2	5.5	-2.5	-2.2	14.5	-0.5	20.9	0.8	i	CCOc1ccc(S(=O)(=O)n2cc(-c3ccc(F)cc3)c(N)n2)cc1
-3.9	9.5	5.2	8.5	1.5	24.6	-0.8	14.2	1.8	i	O=C(c1ccc(Cl)cc1)c1cnc2ccccn12
3.8	0.5	-0.3	5.4	1.5	-7.2	x	-2.4	-3.0	i	COc1ccc(NS(=O)(=O)c2ccc3c(c2)oc(=O)n3C)c(OC)c1
-0.1	-19.9	-1.7	4.2	-2.7	-35.9	0.3	17.5	1.1	i	CCc1ccc(NC(=O)[C@H](NC(=O)[C@@H]2Cc3ccccc3CN2)c2ccccc2)cc1
-4.3	0.4	8.2	6.5	3.0	3.8	-0.9	17.5	-3.7	i	O=C(CNC(=O)c1ccc(Br)cc1)OCc1cc([N+](=O)[O-])cc2c1OCOC2
0.6	0.6	-3.7	2.5	1.4	-16.7	1.5	18.3	0.2	i	Cc1sc(NC(=O)CSc2nnnn2C(C)C)c(C#N)c1C
-6.3	2.3	-4.0	1.5	0.0	-6.6	-1.1	-27.5	-6.8	i	COc1cccc(/C=N/NC(=O)C(=O)N2CCCCCC2)c1O
0.4	2.6	-0.9	2.7	1.7	7.8	-0.7	12.7	-1.6	i	Cc1cc(NC(=O)CSc2nnnn2-c2cc(Cl)ccc2C)no1
0.8	-12.8	x	-2.0	2.4	0.7	1.4	23.9	0.5	i	O=C(NCCC1=CCCCC1)C1CCN(S(=O)(=O)c2cccc3nonc23)CC1
0.8	-3.7	2.5	-4.7	0.2	3.1	0.5	11.0	0.8	i	CCCn1c(SCc2nc3ccccc3s2)n[nH]c1=O
-5.0	-5.6	1.6	-3.2	1.9	11.7	-3.1	x	5.0	i	Cc1nc2ccccc2c(=O)n1CCCN1CCOCC1
-14.6	-2.4	-3.1	-3.1	2.9	3.9	-2.2	12.2	0.8	i	CCCCCCNC1=NCCS1
0.1	1.1	7.0	-2.5	2.3	-5.7	-2.6	11.5	50.4*	i	O=C(Nc1cccc(-c2cn3c(n2)SCC3)c1)c1ccc2ccccc2n1
11.0	49.1	-3.7	2.1	0.5	45.0	0.4	4.2	3.8	i	O=[N+]([O-])/C=C/c1c(OCc2ccccc2)ccc2ccccc12
-4.2	11.8	3.5	10.0	0.4	17.3	-4.3	14.0	-1.3	i	CSc1ccc(/C=N/Nc2nc(C)cc(C)n2)cc1

Platelet DG rel	HSF1 inh	Dyrk1A ADPGlo	HDAC3 inh	GSK3beta inhib	HSF-1 act	GSK3 alpha inh	AI-2 QS modul	HSP90 refold inh	PolyA inh	Molecule
10.8	-5.1	-5.1	-0.2	2.8	-12.8	-1.9	-8.6	2.9	i	C[C@H](NC(=O)Nc1ccc2c(c1)OCCO2)C(=O)O
5.1	2.6	0.9	u	2.4	15.4	-3.2	16.1	-1.2	i	COc1ccc(C(=O)OCC(=O)Nc2ccc(Cl)c(C(F)(F)F)c2)c(OC)c1OC
-3.6	-2.4	-14.4	2.9	2.5	-14.3	4.6	-10.6	-0.9	i	Cc1cc(O)ccc1Nc1nc(-c2cccnc2)cs1
4.7	11.5	-5.1	-0.7	-1.3	-3.9	-0.8	10.9	-2.4	i	CC(=O)Nc1nc(COc2ccccc2)cs1
-1.2	-9.6	-1.6	2.0	3.4	-2.2	-1.3	3.8	3.6	i	CCOc1ccc(-c2nn(-c3ccccc3)cc2/C=C2\SC(N)=NC2=O)cc1C
-2.5	-6.1	-3.2	1.5	-1.1	6.4	-2.1	5.7	3.3	i	COc1ccc(NC(=O)COC(=O)[C@@H]2CCCN2S(=O)(=O)c2ccccc2F)c(OC)c1
-19.5	-3.6	x	-36.9	0.6	-1.1	2.9	13.0	-1.3	i	O=c1[nH]c(=O)n(Cc2ccccc2)c2nc(-c3cccs3)n(CCO)c12
-3.7	13.1	-3.5	-2.0	-1.7	27.4	8.6	32.8	1.9	i	CN(c1ccccc1)S(=O)(=O)c1cccc(NC(=O)Cc2c(F)cccc2Cl)c1
5.5	-7.0	-2.0	-10.0	-0.8	-5.9	1.5	25.0	-0.8	i	C/C(=N\NC(=O)CC1N=C(Cc2ccccc2)NNC1=O)c1ccncc1 (centres undefined)
13.3	7.9	35.3	x	2.5	14.5	x	-1.5	x	i	Cc1ccnc(NC(=O)c2cccc(S(=O)(=O)N3CCN(c4ccc(F)cc4)CC3)c2)c1
-2.0	-8.1	2.8	-4.6	-1.5	-26.2	-1.1	0.9	-2.4	i	CNC(=O)C1CCN(S(=O)(=O)c2c(C)noc2/C=C/c2ccccc2F)CC1
-5.0	1.5	6.8	-5.8	2.9	-8.1	1.3	-3.0	3.8	i	O=C(NC1CC1)C1=C[C@@H](c2ccccc2)C[C@@H](OCCCCO)O1
4.7	-86.2*	1.8	-1.2	-9.2	-88.4	-4.6	32.3	x	i	O=C(O)c1cccc(COc2ccccc2Cl)c1
-0.8	3.5	31.0	0.8	1.9	17.9	6.2	21.8	x	i	Nc1ccc(C(=O)N2CCN(S(=O)(=O)c3ccc(Cl)cc3)CC2)cc1[N+](=O)[O-]
-9.5	-0.6	-3.1	7.2	1.5	-2.9	0.8	8.4	-1.1	i	CC(CN1CCC(O)CC1)c1ccccc1 (centres undefined)
-2.2	-6.4	-2.4	2.2	-0.1	0.0	-0.7	19.8	1.7	i	CCS(=O)(=O)N1CCN(c2cnn(-c3ccccc3)c(=O)c2Cl)CC1
0.1	-8.7	6.8	-0.4	x	-10.8	-2.7	x	-3.9	i	COc1cc(OC)c(NC(=O)C2CCCO2)cc1Cl (centres undefined)
-8.0	-1.9	6.5	-1.9	3.0	12.0	-2.9	21.4	-0.9	i	CNc1nc(NCCOC23CC4CC(CC(C4)C2)C3)nc(OCC(F)(F)F)n1
-10.9	9.0	-3.7	u	4.1	9.8	0.4	34.2	-0.8	i	Cc1c(C(=O)Nc2cccc(Cl)c2)cn2c(nc3ccccc32)c1C#N
-0.6	-10.1	4.7	-2.9	0.0	-14.2	x	10.5	0.3	i	CCOC(=O)c1c(C)nc2sc(C(=O)Nc3ccc(OC)cc3)c(N)c2c1-c1ccc(OC)cc1
-5.4	-11.0	0.6	-2.5	5.3	-15.1	0.6	14.2	-2.0	i	COC(=O)C1=C(C(=O)OC)C2C(C)=CC(C)=CN2C(C(=O)OC)=C1C(=O)OC (centres undefined)
